PriA SSB inh: K. pneumoniae PriA-SSBct interaction inhibition | AID 1272365 | 430,000 tested, 0.6% active | AlphaScreen SSBct-PriA binding, biotinylated peptide | inhibition, % at 33 µM; in the data active = inhibition mostly above about 37%, no sharp cut-off; inactive = mostly below about 20%;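 note: plate controls were negative control peptide for no effect and reference peptide for full effect; strong numbers were not always called active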
BH1578 lux ind: induces V. cholerae light production without autoinducers. activation, % at 18.7 µM. 350,000 tested, 0.16% active. V. cholerae BH1578 lux reporter, luminescence, 6 h; in the data active = activation mostly above about 9.7%, no sharp cut-off; note: not every result past the cut was called active; inactives centre near 0; reference of the scale not given here
3CLpro inhibitor: SARS-CoV 3CLpro protease inhibition; inhibition, % at 6 µM; 290,000 tested, 0.14% active; P0C6X7; AID 1706; recombinant SARS-CoV 3CLpro, quenched FRET peptide cleavage; in the data active = inhibition above about 12%
GDH-TPI inh: GDH-TPI coupled enzyme inhibition counter-screen | GDH-TPI coupled enzyme counterscreen, NADH absorbance | inhibition, % at 4.8 µM | 360,000 tested, 1.2% active; in the data active = inhibition above about 30%;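 note: 0% = DMSO wells and 100% = wells lacking the enzyme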
Mtb FBA inh: inhibits M. tuberculosis FBA enzyme. 360,000 tested, 2.3% active. inhibition, % at 1 µM. purified M. tuberculosis FBA, fluorescence read-out. P9WQA3; in the data active = inhibition above about 27%;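 note: 0% = vehicle and 100% = reference inhibitor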
Target sequence (P9WQA3 whole entry, looked up): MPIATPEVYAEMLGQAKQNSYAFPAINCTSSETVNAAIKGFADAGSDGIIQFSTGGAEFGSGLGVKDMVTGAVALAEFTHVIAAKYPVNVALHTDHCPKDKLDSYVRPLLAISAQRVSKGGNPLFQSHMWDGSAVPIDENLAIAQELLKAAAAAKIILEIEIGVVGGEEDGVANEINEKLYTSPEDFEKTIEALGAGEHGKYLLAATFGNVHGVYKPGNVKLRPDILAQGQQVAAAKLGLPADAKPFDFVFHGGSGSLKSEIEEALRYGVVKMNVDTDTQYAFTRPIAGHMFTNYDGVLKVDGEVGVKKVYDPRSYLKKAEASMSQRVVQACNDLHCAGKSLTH
Mtb UGM inh: inhibitors of M. tuberculosis UDP-galactopyranose mutase. P9WIQ1. purified UGM, fluorescence polarization probe displacement. inhibition, % at 10 µM. 320,000 tested, 0.06% active. AID 504406; in the data active = inhibition above about 10%, passing the limit was not always enough
Target sequence (P9WIQ1 whole entry, looked up): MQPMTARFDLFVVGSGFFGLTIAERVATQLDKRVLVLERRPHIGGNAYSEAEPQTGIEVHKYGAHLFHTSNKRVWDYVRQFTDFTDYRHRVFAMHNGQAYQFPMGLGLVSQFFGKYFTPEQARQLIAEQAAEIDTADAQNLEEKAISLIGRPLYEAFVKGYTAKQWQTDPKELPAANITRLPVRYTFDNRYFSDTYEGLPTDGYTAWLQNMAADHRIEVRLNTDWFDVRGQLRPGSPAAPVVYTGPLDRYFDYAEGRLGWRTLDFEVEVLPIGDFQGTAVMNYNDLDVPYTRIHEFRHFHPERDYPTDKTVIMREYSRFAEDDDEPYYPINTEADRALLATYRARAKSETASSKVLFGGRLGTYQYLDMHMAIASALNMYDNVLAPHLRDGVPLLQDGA
MazF activator: activators of E. coli MazEF toxin-antitoxin RNase | P0AE70 | 350,000 tested, 0.32% active | activation, % at 20 µM | FAM/BHQ RNA-DNA oligo cleavage fluorescence, 5 h; in the data active = activation above about 50%
Target sequence (P0AE70 whole entry, looked up): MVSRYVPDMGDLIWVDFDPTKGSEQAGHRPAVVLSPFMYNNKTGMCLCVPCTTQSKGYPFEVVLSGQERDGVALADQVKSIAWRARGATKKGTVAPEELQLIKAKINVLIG
DUSP3 inh: blocks human VHR1 dual specificity phosphatase. P51452. recombinant VHR phosphatase, pNPP absorbance. inhibition, % at 13.3 µM. 290,000 tested, 0.52% active. AID 1654; in the data active = inhibition above about 50%; note: some compounds called inactive have numbers as strong as hits
Target sequence (P51452 whole entry, looked up): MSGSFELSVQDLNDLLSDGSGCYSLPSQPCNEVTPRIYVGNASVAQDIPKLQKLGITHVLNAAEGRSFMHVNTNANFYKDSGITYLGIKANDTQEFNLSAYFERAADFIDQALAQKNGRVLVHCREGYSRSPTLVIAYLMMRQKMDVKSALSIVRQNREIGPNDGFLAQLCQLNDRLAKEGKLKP
BioA inh: BioA (M. tuberculosis) enzyme inhibition; inhibition, % at 9.99 µM; AID 602481; purified M. tuberculosis BioA enzyme, plate reader; 360,000 tested, 0.096% active; in the data active = inhibition above about 40%
Rv3671c inh: inhibits the M. tuberculosis serine protease Rv3671c. P9WHR9. inhibition, % at 5.96 µM. 320,000 tested, 0.048% active. AID 2606; in the data active = inhibition above about 38%;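 note: extracellular domain of Rv3671c used as enzyme; 0% = enzyme with DMSO and 100% = no enzyme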
An asterisk follows results filed as active; i = inactive; nt = not tested or not shown. These rows are one share of the data; rates above refer to the full screens.

SMILES | PriA SSB inh | BH1578 lux ind | 3CLpro inhibitor | GDH-TPI inh | Mtb FBA inh | Mtb UGM inh | MazF activator | DUSP3 inh | BioA inh | Rv3671c inh
O=[N+]([O-])c1ccc(Sc2cc[n+]([O-])c3ccccc23)c([N+](=O)[O-])c1 | -18 | -7.1 | 1 | 19 | -2 | -5.9 | 7 | 29 | 0.0 | 0
COc1ccc(Cn2nnnc2C(c2ccc(N(C)C)cc2)N2CCC(C(N)=O)CC2)cc1 (configuration not stated) | 10 | i | -1 | 2 | 1 | 2.2 | -4 | 27 | nt | -6
COc1ccc(NS(=O)(=O)c2ccc(C)c(C(=O)NC3CCN(Cc4ccccc4)CC3)c2)cc1 | 13 | -0.4 | 3 | 2 | 3 | -0.9 | 3 | 10 | -0.3 | 3
CCOC(=O)C(=CNc1ccc(C(F)(F)F)cc1)C(=O)OCC | -5 | 1.3 | -1 | 5 | -5 | -3.6 | -6 | 22 | nt | 4
COc1ccc(/C=N/NC(=O)Cc2cccs2)cc1 | i | -0.5 | 0 | -2 | 0 | -2.0 | 1 | 10 | nt | 6
O=C(CN1CCN(c2ccccc2)CC1)Nc1ccccc1Sc1ccccc1 | 14 | 0.3 | 3 | -4 | -7 | 5.0 | 2 | 14 | nt | -3
Cc1ccc(C)c(OCc2cc(C(=O)N3CCN(C(=O)c4ccco4)CC3)no2)c1 | 1 | -0.8 | 5 | 3 | 2 | 2.6 | 3 | 14 | 0.7 | -10
CC(C)(C)C(=O)NC1CCN(S(=O)(=O)c2cccc(C(F)(F)F)c2)CC1 | -4 | i | -7 | 4 | 3 | 1.2 | -16 | 8 | -2.3 | 0
Cn1cnc2c1c(=O)n(Cc1ccc(Cl)cc1Cl)c(=O)n2C | -15 | i | -3 | -2 | 0 | -0.4 | 9 | 10 | 3.3 | 4
Cc1cc2c(cc1S(=O)(=O)N(C)Cc1ccccc1)OCC(=O)N2 | -1 | -0.2 | -3 | 4 | 1 | -1.9 | 6 | -18 | -0.3 | 8
COc1cc(C(=O)Nc2cccc(-c3nc4cc(C)cc(C)c4o3)c2)cc(OC)c1OC | 2 | i | 1 | 17 | -1 | nt | 3 | 32 | nt | nt
CC(=O)c1cccc(NC(=O)N2C3CCC2CC(NC(=O)Nc2ccccc2)C3)c1 (configuration not stated) | -14 | i | -2 | 9 | -4 | -1.8 | 0 | 4 | nt | -3
COCCNC(=O)CN1C(=O)CSc2cc(S(=O)(=O)N3CCCCCC3)ccc21 | -6 | -0.3 | 4 | 5 | 7 | 2.2 | 8 | nt | -2.1 | -6
N#Cc1c(/N=C/c2ccccc2)oc(-c2ccccc2)c1-c1ccccc1 | nt | i | 3 | 0 | 10 | 0.3 | -6 | 18 | -2.4 | -6
CC(C)CN1CCC(C(=O)NCC2CCCO2)CC1 (configuration not stated) | -6 | 0.5 | 0 | 6 | -1 | -0.2 | -8 | -9 | -1.8 | 12
CN(C)[C@@H](CO)c1nnc([C@H](Cc2ccc(O)cc2)NC(=O)C2CCNCC2)o1 | 0 | i | -5 | -1 | -2 | 2.5 | 6 | 3 | -1.1 | -7
Cc1cc(-n2c(C)cc(C(=O)CCl)c2C)no1 | 8 | -0.4 | 6 | 5 | 8 | -1.7 | -6 | 30 | nt | 4
CCOCc1nnc(NC(=O)CSCc2ccccc2)s1 | -4 | -2.6 | -2 | 3 | -3 | 0.6 | 1 | 2 | -0.2 | 1
NC(CO)c1csc(NC(=O)Nc2ccccc2Cc2ccccc2)n1 (configuration not stated) | nt | -0.8 | nt | 12 | 0 | nt | nt | nt | 1.0 | nt
N#Cc1c(NC(=O)CCCl)sc2c1CCCCC2 | -9 | i | 0 | -2 | 1 | -1.7 | -15 | 8 | nt | 2
CC1CCCC(C)N1C(=O)COC(=O)c1ccccc1O (configuration not stated) | -18 | -0.8 | nt | 11 | 5 | -0.1 | 4 | nt | -0.9 | -3
CC(=O)c1ccc(Nc2nc(=O)c3cccnc3s2)cc1 | -8 | -0.6 | 5 | 29 | 3 | 1.1 | 9 | -3 | 4.9 | 4
CCc1c(C)sc(NC(=O)c2noc(C)c2[N+](=O)[O-])c1C#N | -5 | i | -1 | 9 | -2 | 0.5 | -7 | 20 | nt | -6
CC(=O)c1cccc(NC(=O)C(C)OC(=O)C2=NNC(=O)CC2)c1 (configuration not stated) | -2 | i | nt | 5 | 1 | 1.0 | -5 | nt | -4.5 | -2

Whole records as entered above:
`Cc1cc(-n2c(C)cc(C(=O)CCl)c2C)no1` across the screens: PriA SSB inh: 8; BH1578 lux ind: -0.4; 3CLpro inhibitor: 6; GDH-TPI inh: 5; Mtb FBA inh: 8; Mtb UGM inh: -1.7; MazF activator: -6; DUSP3 inh: 30; BioA inh: nt; Rv3671c inh: 4
`N#Cc1c(NC(=O)CCCl)sc2c1CCCCC2` across the screens: PriA SSB inh: -9; BH1578 lux ind: i; 3CLpro inhibitor: 0; GDH-TPI inh: -2; Mtb FBA inh: 1; Mtb UGM inh: -1.7; MazF activator: -15; DUSP3 inh: 8; BioA inh: nt; Rv3671c inh: 2

More results
SMILES | PriA SSB inh | BH1578 lux ind | 3CLpro inhibitor | GDH-TPI inh | Mtb FBA inh | Mtb UGM inh | MazF activator | DUSP3 inh | BioA inh | Rv3671c inh
C(#CCN1CCCC1)CN1CCCC1 | 7 | -1.2 | nt | -3 | 0 | nt | 1 | nt | -0.5 | nt
COc1ccc(Cc2nnc(N)s2)cc1OC | 5 | -0.3 | 2 | 4 | 1 | 0.9 | 6 | -9 | nt | 3
CCOc1ccc(Br)cc1C(=O)Nc1ccc(C(=O)NCC(C)C)cc1 | -7 | i | 5 | 13 | -3 | -0.1 | -24 | -3 | nt | -17
COc1ccccc1C(NC(C)=O)c1cc(Cl)c2cccnc2c1O (configuration not stated) | -11 | i | -3 | 10 | 1 | 1.7 | 10 | 21 | -2.8 | 2
Nc1ccc(C#Cc2ccc3c(=O)c4ccccc4oc3c2)cc1 | -23 | -0.4 | -4 | 23 | 14 | -0.7 | 3 | 32 | -1.9 | -6
Cc1cn(CC(=O)N2CCN(c3ccccn3)CC2)c(=O)[nH]c1=O | -7 | i | nt | -9 | 10 | nt | 1 | nt | -0.1 | nt
CSc1nnc(NC(=O)c2cc3ccccc3oc2=O)s1 | 0 | -0.3 | -4 | 12 | -2 | -1.0 | 11 | 17 | 1.9 | 3
Cc1ccc(S(=O)(=O)c2nc(Cc3ccccc3)oc2N2CCOCC2)cc1 | 2 | -2.4 | nt | -9 | 3 | 2.5 | -3 | nt | -1.7 | -4
NC(=O)C(c1ncc(C(F)(F)F)cc1Cl)c1c(Cl)cccc1Cl (configuration not stated) | -10 | -0.7 | -3 | 5 | 2 | -3.1 | 8 | 23 | 0.4 | 4
COC(=O)c1c(NC(=O)CSc2nnnn2C)sc(C)c1C | -8 | -0.4 | -4 | 13 | 2 | -0.6 | 7 | -23 | -1.3 | -9
O=C(CN1C(=O)C(=O)N(Cc2ccccc2)C1=O)c1ccc[nH]1 | 1 | 0.6 | nt | -11 | -1 | -0.9 | 0 | nt | -3.0 | -2
Cc1ccccc1NC(=O)CN1C(=O)N/C(=C\c2cccn2-c2cccc(C(=O)O)c2)C1=O | -10 | -0.4 | -3 | 12 | -2 | -0.4 | 11 | 36 | nt | -5
CCn1cc(CN2CCCC(C(=O)Nc3cccc(-n4cccn4)c3)C2)cn1 (configuration not stated) | nt | -0.5 | nt | 8 | -3 | nt | -2 | nt | 1.2 | nt
CN(C)N1C(N)=C(C#N)C(c2cccnc2)C2=C1CC(C)(C)CC2=O (configuration not stated) | -17 | i | -6 | 6 | 1 | 0.9 | 8 | 2 | 1.2 | 7
CN(C)N1C(=O)c2c(Cl)c(Cl)c(Cl)c(Cl)c2C1=O | -9 | -1.0 | nt | 14 | 1 | nt | -5 | nt | -3.9 | nt
N/C(=N\OC(=O)c1ccccc1F)c1ccc([N+](=O)[O-])cc1 | i | i | 1 | -4 | -1 | 0.6 | 1 | 2 | nt | 9
O=C(O)CCCNS(=O)(=O)c1ccc(Br)s1 | -13 | -3.6 | -1 | 1 | 0 | 1.6 | 4 | -8 | 0.1 | 0
COCCNC(=O)Cn1nc(C)c([N+](=O)[O-])c1C | 6 | -0.1 | 3 | 0 | -2 | 1.1 | 12 | 6 | 3.1 | -4
CC1(C(=O)NS(=O)(=O)C2CC2)CCN(C(=O)c2ccc(F)c(Cl)c2)C1 (configuration not stated) | nt | i | nt | 3 | -1 | nt | nt | nt | 0.5 | nt
Cc1ccc(S(=O)(=O)NCCC(=O)OCC(=O)N(Cc2ccccc2)C(C)(C)C)cc1 | 3 | -2.8 | nt | -1 | 1 | -1.4 | 3 | nt | nt | -8
O=C(CCC1CCCC1)NNC(=O)c1cc2ccccc2cc1O | 5 | -0.1 | 6 | -8 | 2 | 3.1 | 8 | 17 | nt | 0
CC(OC(=O)c1cccs1)C(=O)NC1CCCCC1C (configuration not stated) | 4 | -0.4 | nt | -9 | 1 | 1.6 | 2 | nt | 1.3 | -4
CC(C)COP(=O)(OCC(C)C)C(Nc1ccccc1)c1ccccc1 (configuration not stated) | -13 | -0.3 | 2 | 15 | -1 | 1.2 | 1 | 9 | 2.7 | 10
O=C(Nc1ccc(Cl)c(Cl)c1)C1CCN(C(=O)c2ccco2)CC1 | 0 | -5.0 | nt | 4 | 2 | -1.1 | -10 | nt | 16 | 7

Reformatted with values under each structure: 5 of the compounds above
Fields – PriA SSB inh, BH1578 lux ind, 3CLpro inhibitor, GDH-TPI inh, Mtb FBA inh, Mtb UGM inh, MazF activator, DUSP3 inh, BioA inh, Rv3671c inh
- CCn1cc(CN2CCCC(C(=O)Nc3cccc(-n4cccn4)c3)C2)cn1 (configuration not stated)
 : nt, -0.5, nt, 8, -3, nt, -2, nt, 1.2, nt
- CN(C)N1C(N)=C(C#N)C(c2cccnc2)C2=C1CC(C)(C)CC2=O (configuration not stated)
 : -17, i, -6, 6, 1, 0.9, 8, 2, 1.2, 7
- CN(C)N1C(=O)c2c(Cl)c(Cl)c(Cl)c(Cl)c2C1=O
 : -9, -1.0, nt, 14, 1, nt, -5, nt, -3.9, nt
- N/C(=N\OC(=O)c1ccccc1F)c1ccc([N+](=O)[O-])cc1
 : i, i, 1, -4, -1, 0.6, 1, 2, nt, 9
- O=C(O)CCCNS(=O)(=O)c1ccc(Br)s1
 : -13, -3.6, -1, 1, 0, 1.6, 4, -8, 0.1, 0

(more compounds)
SMILES | PriA SSB inh | BH1578 lux ind | 3CLpro inhibitor | GDH-TPI inh | Mtb FBA inh | Mtb UGM inh | MazF activator | DUSP3 inh | BioA inh | Rv3671c inh
COc1cc(CCN2C(=O)c3cccc4cccc(c34)C2=O)c(S(=O)(=O)N2CCC(C)CC2)cc1OC | -7 | -0.2 | 4 | 4 | 4 | 1.1 | -8 | 0 | nt | -10
Cc1ccc2cc(C#N)c(SCC(=O)NNC(=O)Cc3ccccc3)nc2c1 | -15 | -0.8 | 2 | 7 | -2 | nt | 11 | 2 | 0.6 | nt
Fc1cccc(Cl)c1CN1CCN(c2nc3ccccc3s2)CC1 | 6 | 0.7 | -4 | -4 | -1 | 1.7 | 3 | 20 | 1.6 | nt
Cc1cc(C)n2c(nc3ccccc32)c1C(=O)NCc1ccccc1 | -8 | -0.4 | 2 | 7 | 48* | 4.6 | 8 | 7 | 0.0 | -4
Cc1nc2ccccc2nc1N/N=C/c1ccc(O)cc1 | nt | i | 0 | 12 | 1 | 6.4 | 11 | 16 | nt | -7
Cc1cccc(NC(=O)CCOc2ccccc2)c1 | -9 | i | 2 | 3 | 3 | 1.4 | 4 | -10 | nt | -7
COc1ccc(NC(=O)c2cc(-c3ccc(F)cc3OC)n[nH]2)c(C)c1 | nt | -0.1 | nt | -4 | -1 | nt | nt | nt | -0.8 | nt
N#CC1(NC(=O)CN2C(=O)NC(Cc3c[nH]c4ccccc34)C2=O)CCCCC1 (configuration not stated) | -10 | i | nt | 7 | 1 | -1.8 | 8 | nt | -2.6 | 6
CCc1ccccc1OCC(=O)Nc1cccc(S(=O)(=O)N2CCCC2)c1 | 8 | -1.2 | nt | 1 | 6 | nt | -8 | nt | -0.5 | nt

Source: PubChem (several laboratories)
